TR SRC2 fluor cs – Texas Red fluorescence interference in TRb-SRC2 counter-screen; TRb/SRC2 Texas Red total fluorescence interference; Potency, µM (doses to about 106 µM), inactives show at the top dose fluorescence change, negative = quenching; 0.29% of 280,000 active; AID 1479; active = well fitted curve in either direction with a large enough effect; inconclusive = small, poorly fitted or top-dose-only effect; note: % is set by controls: 0 for no effect and ±100 for the full control effect
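Human TRβ ligand-binding domain (0.6 uM) and Texas Red SRC2 peptide (20 nM) in Tris buffer with 1 uM T3 and 5% DMSO were incubated with pinned compound for 5 hr at ambient temperature. Total fluorescence was computed as S + 2P (555/632 nm).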
RGS12 GoLoco inh – blocks human Gai1 binding to RGS12 GoLoco peptide, red readout | P63096 | Gai1:RGS12 GoLoco peptide FP, rhodamine, 10 min | Potency, µM (series often up to 61.6 µM), without a hit: at the highest dose activity, negative = inhibition, most hits filed as inhibitors | 0.44% of 230,000 active | AID 880; active = well fitted inhibition curve with a large enough effect, not every such curve was filed as active; inactive = no such curve, though single readings can be large or run the other way; note: % is set by controls: 0 for no effect and ±100 for the full control effect; nearly all actives have a fitted effect of over 30% in size; many of its hits are not listed in these tables
JMJD2E inh – blocks human JMJD2E demethylase activity | 1.6% of 230,000 active | AID 2147 | JMJD2E catalytic domain, FDH-coupled NADH fluorescence (FDH is formaldehyde dehydrogenase) | Potency, µM (series often up to 57.1 µM), for the others: at the top dose activity change, negative = inhibition, most hits filed as inhibitors | B2RXH2; active = well fitted inhibition curve with a large enough effect, not every such curve was filed as active; inconclusive = small, poorly fitted or top-dose-only effect, or another doubt; inactive = no such curve, though single readings can be large or run the other way;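 note: 0% = wells with enzyme and -100% = buffer wells without enzyme; nearly all actives have a fitted effect of over 50% in size; many of its hits are not listed in these tables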
Target sequence (B2RXH2 1-337 limits assumed): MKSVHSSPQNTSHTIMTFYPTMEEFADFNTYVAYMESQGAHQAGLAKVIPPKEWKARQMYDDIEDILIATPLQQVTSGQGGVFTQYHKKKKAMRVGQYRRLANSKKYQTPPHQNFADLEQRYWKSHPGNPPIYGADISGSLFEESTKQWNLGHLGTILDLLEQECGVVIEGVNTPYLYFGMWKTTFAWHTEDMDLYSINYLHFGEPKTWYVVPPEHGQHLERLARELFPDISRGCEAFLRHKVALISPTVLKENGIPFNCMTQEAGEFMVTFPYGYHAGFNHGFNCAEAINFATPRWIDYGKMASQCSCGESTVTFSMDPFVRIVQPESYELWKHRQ
Lamin A splicing – LMNA splicing modulation; HeLa LMNA splicing GFP/RFP minigene ratio, 48 h; Potency, µM (top dose mostly 46.1 µM), without a hit: top-dose ratio change, negative = inhibition, most hits filed as inhibitors; 0.01% of 200,000 active; active = well fitted inhibition curve with a large enough effect in the signal ratio, with a control signal flat, not every such curve was filed as active; inconclusive = small, poorly fitted or top-dose-only effect, or effect the other way, or a change in a side signal; the % refers to the signal ratio; note: % is set by controls: 0 for no effect and ±100 for the full control effect
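S3 HeLa stable clones carrying a lamin A-EGFP splicing minigene plus DsRed2 were seeded at 600 cells/well in Opti-MEM with 2% FBS, pin-dosed and incubated 48 h at 37°C. Acumen cytometry (488 nm) gave the GFP/RFP total-intensity ratio.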
SMN2 splice enh – increases expression of the SMN2 splice variant; AID 1458; 2.8% of 210,000 active; HEK293 SMN2-luciferase splicing reporter, luminescence, 30-36 h; Potency, µM (highest dose often 46.1 µM), without a hit: top-dose activity change, positive = activation, usual class: activators; note: % of control where 0% means no effect; nearly all actives have a fitted effect of over 55% in size
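HEK293 cells carry an SMN2 minigene-luciferase reporter in which exon 7 inclusion puts luciferase in frame. Cells were seeded at 2000 cells/well, attached for 10-12 hours, then exposed to compounds for 30-36 hours at 37C before ONE-Glo luminescence.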
RECQ1 inh – blocks DNA unwinding by human RECQ1; Potency, µM (titrated, usually from 57.3 µM), without a hit: at the top dose activity, negative = inhibition, actives largely listed as inhibitors; RECQ1 DNA unwinding, red fluorescence kinetic read; P46063; 0.54% of 240,000 active; AID 2549;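 note: plate controls were vehicle for no effect and no enzyme for full effect; nearly all actives have a fitted effect of over 30% in size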
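50 nM RECQ1T1 preincubated 15 min with compound in Tris pH 8.0 buffer with MgCl2, DTT, Tween-20 and 2.5 ug/ml poly(dI-dC); started with 200 nM TAMRA/BHQ-2 forked duplex and 2 mM ATP. Unwinding read as fluorescence (525/598 nm), two reads 2 h apart.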
ALDH1A1 block – inhibitors of human aldehyde dehydrogenase 1A1 | Potency, µM (titrated, usually from 75.3 µM), inactives show at the highest dose activity, negative = inhibition, usual class: inhibitors | P00352 | Purified ALDH1A1, NADH fluorescence, propionaldehyde substrate | 7.3% of 220,000 active; active = well fitted inhibition curve with a large enough effect, not every such curve was filed as active; inconclusive = small, poorly fitted or top-dose-only effect, or another doubt; inactive = no such curve, though single readings can be large or run the other way;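 note: plate controls were no enzyme wells and a reference inhibitor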
TRb SRC2 PPI – inhibitors of human thyroid hormone receptor beta-SRC2 interaction; TRbeta-SRC2 peptide binding, fluorescence polarization; receptor liganded with 1 µM T3; Potency, µM (series often up to 106 µM), without a hit: at the top dose activity change, negative = inhibition, actives largely listed as inhibitors; AID 1469; P10828; 0.065% of 280,000 active;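 note: plate controls were bound peptide for no effect and peptide without receptor for full effect; nearly all actives have a fitted effect of over 50% in size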
Target sequence (P10828 whole entry, looked up): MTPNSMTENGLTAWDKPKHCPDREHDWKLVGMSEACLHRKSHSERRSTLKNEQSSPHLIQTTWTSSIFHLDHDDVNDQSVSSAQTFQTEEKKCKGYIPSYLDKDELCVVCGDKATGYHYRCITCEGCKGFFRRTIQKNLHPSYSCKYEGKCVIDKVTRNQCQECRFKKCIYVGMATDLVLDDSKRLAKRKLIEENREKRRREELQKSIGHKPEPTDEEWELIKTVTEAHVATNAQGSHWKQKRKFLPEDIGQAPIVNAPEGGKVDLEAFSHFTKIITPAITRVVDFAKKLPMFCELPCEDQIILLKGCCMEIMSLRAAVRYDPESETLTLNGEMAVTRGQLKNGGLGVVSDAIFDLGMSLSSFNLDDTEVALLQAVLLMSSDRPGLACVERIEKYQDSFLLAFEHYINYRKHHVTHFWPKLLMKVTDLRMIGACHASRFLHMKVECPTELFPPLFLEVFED
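Fluorescence polarization of 20 nM Texas Red SRC2 peptide (20-aa NR interaction domain) bound to 0.6 uM human TRb ligand-binding domain, with 1 uM T3, after 5 hr at ambient temperature; inhibition seen as decreased polarization.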
* hit, by the source's call; i = inactive; ? = inconclusive; / = not tested or not shown; [ ] = dose if it differs, or a comment. Unless noted, calls come from the whole dose curve; as a rule, active = well fitted curve in the direction sought with a large enough effect; inconclusive = small, poorly fitted or top-dose-only effect, or another doubt; inactive = no such curve, though single readings can be large; an effect the other way counts as inactive or inconclusive. Potency is the fitted concentration of half-maximal effect.

Results follow in this order: TR SRC2 fluor cs	RGS12 GoLoco inh	JMJD2E inh	Lamin A splicing	SMN2 splice enh	RECQ1 inh	ALDH1A1 block	TRb SRC2 PPI
(1) CS(=O)(=O)Nc1ccccc1C(=O)Nc1cc(Cl)cc(Cl)c1
    -3%	4%	?	-18%	-74%[inhibitor]	-2%	?	-13%
(2) COc1ccc2c(c1)C(=O)C(=O)N2
    -2%	34%[activator]	-5%	-14%	-9%	-8%	22µM*	6%
(3) Cc1cc(C)c(C)c(S(=O)(=O)N2CCC(C(=O)OCC(=O)N3c4ccccc4NC(=O)C3(C)C)CC2)c1C
    2%	20%	-9%	-5%	14%	-17%	?	-12%
(4) CCN(CC)c1ccc(NC(=O)C2CC3CCC2C3)cc1 (stereo not given)
    2%	56%[activator]	-19%	14%	21%	-13%	13µM*	2%
(5) CN(c1ccccc1)S(=O)(=O)c1cccc(NC(=O)CC(C)(C)C)c1
    0%	7%	-5%	?	-42%[inhibitor]	-11%	7%	0%
(6) COc1ccc(C2NC(=O)Cc3cc(OC)c(OC)cc32)cc1OC (stereo not given)
    -1%	2%	-7%	/	/	-12%	/	-8%
(7) CC(OC(=O)Cc1coc2ccc3ccccc3c12)C(=O)NC(N)=O (stereo not given)
    -1%	11%	-29%	/	/	-1%	/	2%
(8) COc1cc(C2C(C#N)=C(N)Oc3cc(C)oc(=O)c32)ccc1OC(=O)N1CCOCC1 (stereo not given)
    -1%	15%	5%	10%	/	-3%	-6%	-10%
(9) Cc1nn(Cc2ccccc2)c(C)c1NC(=O)c1cc(-c2ccco2)on1
    -6%	9%	-2%	-7%	10%	-7%	?	5%
(10) O=C1CC(c2ccco2)Cc2nc(N3CCc4ccccc4C3)ncc21 (stereo not given)
    -4%	-6%	-6%	?	-10%	i	13µM*	-3%
(11) Cc1cc(C)n2nc(CCCCc3nc4nc(C)cc(C)n4n3)nc2n1
    -2%	5%	3%	-25%[46 µM]	-4%	-2%	17%	3%
(12) O=C(NCC(=O)N(c1ccccc1)C(C(=O)NCC1CCCO1)c1ccccc1)c1ccco1 (stereo not given)
    -2%	-3%	1%	-1%	8%	-7%	3%	-6%
(13) CCn1c(SC(C)C(=O)O)nnc1-c1cccnc1 (stereo not given)
    -7%	-8%	6%	7%	-1%	0%	?	5%
(14) O=C(O)CCCCCNS(=O)(=O)c1ccc2c(c1)OCCO2
    -2%	7%	4%	?	/	-4%	?	-2%
(15) Nc1c(C(=O)c2ccc(Cl)cc2)sc2nc3c(cc12)CCC3
    8%	7%	0%	-7%	?	-5%	14%	5%
(16) Cc1nonc1CN(C)C(=O)CC1C(=O)NCCN1Cc1ccc(F)c(F)c1 (stereo not given)
    1%	9%	-7%	5%[46 µM]	/	-4%	2%	-7%
(17) Cn1c(C(=O)NCCc2c[nH]c3ccccc23)cc2sccc21
    -4%	-5%	-3%	-14%	25%	-9%	-12%	4%
(18) CCNC(=O)c1oc2c(c1C)C(=O)CC(C)(C)C2
    -1%	3%	-5%	7%	-18%	0%	-16%	-18%
(19) Nc1ccccc1C(=O)NC1CCCCNC1=O (stereo not given)
    -2%	-3%	?	/	/	-10%	?	-4%
(20) CC(NC(=O)CN(C)S(=O)(=O)c1cnc[nH]1)c1ccccc1 (stereo not given)
    5%	0%	-1%	/	/	i	-3%	5%
(21) O=C(CCc1nnc(-c2ccccc2)o1)NC1CCCCC1
    -5%	3%	10%	/	/	-19%	1%	4%
(22) CC(=O)N1CCC2(CC1)C/C(=N\NC(=S)Nc1ccccc1F)c1cc(O)ccc1O2
    -4%	1%	?	-27%[46 µM]	27%	-8%	?	13%
(23) N/C(=N\O)c1ccc([N+](=O)[O-])s1
    -3%	6%	7%	/	/	-9%	5%	4%
(24) O=C(c1cnc2n(c1=O)CCS2)N(C1CCCCC1)C1CCCCC1
    1%	-3%	-2%	-3%	-2%	10%	8%	-2%
(25) COc1ccc(Br)cc1CNC(=O)CCNC(=O)Cn1ccc2ccccc2c1=O
    -5%	9%	?	?	-10%	-8%	3%	1%
(26) COC(=O)c1ccccc1NC(=O)C1CC=CCC1C(=O)O (stereo not given)
    -2%	-1%	?	-12%	-7%	-2%	-14%	-15%
(27) CCN(CC)CCN1C(=O)c2ccccc2NC1c1ccc(F)cc1 (stereo not given)
    -3%	-2%	?	16%	9%	i	?	-10%
(28) Cc1sc2nc3n(c(=O)c2c1C)CCCCC3
    0%	1%	1%	-12%	18%	-7%	-7%	7%
(29) O=C(CN1CCC2(CC1)OCCO2)c1ccc2cc[nH]c2c1
    0%	-1%	?	-8%	19%	-4%	?	-1%
(30) CCOC(=O)CCc1c(C)c2ccc(OCc3cc([N+](=O)[O-])ccc3OC)cc2oc1=O
    1%	-3%	9%	?	-17%	0%	-1%	7%

Exported screen by screen: 5 of the compounds above
[23] N/C(=N\O)c1ccc([N+](=O)[O-])s1
[24] O=C(c1cnc2n(c1=O)CCS2)N(C1CCCCC1)C1CCCCC1
[25] COc1ccc(Br)cc1CNC(=O)CCNC(=O)Cn1ccc2ccccc2c1=O
[26] COC(=O)c1ccccc1NC(=O)C1CC=CCC1C(=O)O (stereo not given)
[27] CCN(CC)CCN1C(=O)c2ccccc2NC1c1ccc(F)cc1 (stereo not given)

entry no.	23	24	25	26	27
TR SRC2 fluor cs	-3%	1%	-5%	-2%	-3%
RGS12 GoLoco inh	6%	-3%	9%	-1%	-2%
JMJD2E inh	7%	-2%	?	?	?
Lamin A splicing	/	-3%	?	-12%	16%
SMN2 splice enh	/	-2%	-10%	-7%	9%
RECQ1 inh	-9%	10%	-8%	-2%	i
ALDH1A1 block	5%	8%	3%	-14%	?
TRb SRC2 PPI	4%	-2%	1%	-15%	-10%

More results:
Results follow in this order: TR SRC2 fluor cs	RGS12 GoLoco inh	JMJD2E inh	Lamin A splicing	SMN2 splice enh	RECQ1 inh	ALDH1A1 block	TRb SRC2 PPI
(31) COC(=O)C(Cc1ccccc1)NC(=O)c1ccc(C)cc1 (stereo not given)
    -1%	-2%	-1%	/	-8%	-1%	-2%	-2%
(32) COc1cccc(NC(=O)C2c3cc(OC)c(OC)cc3C(=O)N(C)C2c2cccnc2)c1 (stereo not given)
    1%	7%	-2%	-21%	-21%	-7%	6%	8%
(33) Cc1cc(C)cc(N2CN=C3SCC(=O)N3C2)c1
    2%	8%	11%	-8%	6%	-5%	9%	-6%
(34) C=CCSc1nc2ccccc2n1S(=O)(=O)c1ccc(C)cc1
    -2%	6%	-17%	-14%	-27%	1%	2%	-7%
(35) c1ccc2c(c1)Oc1cccc3cccc-2c13
    2%	2%	?	/	/	-6%	/	0%
(36) O=C1C2C3C=CC(CC3)C2C(=O)N1c1nccs1 (stereo not given)
    -2%	-4%	1%	-7%	-9%	22µM*	-15%	14%
(37) Cc1nc(SCC(=O)N2c3ccccc3Sc3ccccc32)n[nH]1
    1%	-1%	7%	-1%	-9%	-13%	11%	-2%
(38) COc1cccc(CN(C(=O)Cc2c[nH]c3ccccc23)C(C(=O)NC2CCCCC2)c2ccc(C)o2)c1 (stereo not given)
    1%	3%	-5%	?	-20%	-4%	?	-9%
(39) CSCC[C@H](NC(=O)c1ccc(Cl)c(S(=O)(=O)N2CCCC2)c1)c1nc2ccccc2[nH]1
    -3%	/	0%	-14%	/	-6%	?	-7%
(40) Cc1ccc(C(=O)N(Cc2ccc3c(c2)OCO3)Cc2nc3ccccc3c(=O)[nH]2)cc1
    2%	6%	0%	-3%	5%	i	?	0%

Next part, starting with the last 3 of the part before.
Results follow in this order: TR SRC2 fluor cs	RGS12 GoLoco inh	JMJD2E inh	Lamin A splicing	SMN2 splice enh	RECQ1 inh	ALDH1A1 block	TRb SRC2 PPI
(38) COc1cccc(CN(C(=O)Cc2c[nH]c3ccccc23)C(C(=O)NC2CCCCC2)c2ccc(C)o2)c1 (stereo not given)
    1%	3%	-5%	?	-20%	-4%	?	-9%
(39) CSCC[C@H](NC(=O)c1ccc(Cl)c(S(=O)(=O)N2CCCC2)c1)c1nc2ccccc2[nH]1
    -3%	/	0%	-14%	/	-6%	?	-7%
(40) Cc1ccc(C(=O)N(Cc2ccc3c(c2)OCO3)Cc2nc3ccccc3c(=O)[nH]2)cc1
    2%	6%	0%	-3%	5%	i	?	0%
(41) O=C(O)/C=C/c1cccc(NC(=O)c2ccc(Cl)cc2)c1
    -9%	10%	7%	/	/	i	7%	-12%
(42) CC(C)(C)NC(=O)c1nc2ccccc2s1
    1%	12%	-3%	?	-12%	i	?	-20%
(43) CC(C)c1csc(CN2CCN(Cc3ccc(F)cc3)C(CCO)C2)n1 (stereo not given)
    -8%	14%	-20%	/	/	0%	-9%	-1%
(44) CN1CCC(NC(=O)NC2CCCCC2)CC1
    -1%	-4%	-3%	/	/	-1%	/	-2%
(45) Cc1nc(-c2ccc(Cl)cc2)sc1C(=O)O
    0%	7%	?	?	11µM*	-1%	9%	-8%
(46) CCN(C(=O)CSc1nc2ccccc2n1CCc1ccccc1)C1CCS(=O)(=O)C1 (stereo not given)
    -1%	11%	-4%	7%	7%	-5%	?	-3%
(47) CCCCCCNC(=O)CCCCCNS(=O)(=O)c1ccc(Br)cc1
    3%	10%	3%	/	-4%	2%	?	0%
(48) COc1cc(C(=O)O/N=C(\N)Cc2ccc([N+](=O)[O-])cc2)cc(OC)c1OC
    -4%	3%	-19%	?	/	-3%	?	-3%

Results in sequence from the entries so far.
Nos. 42 to 48 in RECQ1 inh, in turn: i, 0%, -1%, -1%, -5%, 2%, -3%
Nos. 42 to 48 in ALDH1A1 block, in turn: ?, -9%, /, 9%, ?, ?, ?

Bioassay records: PubChem, National Center for Advancing Translational Sciences (NCATS)

Not all compounds are listed; the hit share may differ from the screen's.
